CaV13 FRET inh: Primary screen for inhibitors of IQ motif and Ca2+-dependent inactivation inhibitor domain binding in CACNA1D, Förster resonance energy transfer in living cells, … | HEK cells, CFP/YFP FRET ICDI-IQ, plate reader, 10 min; percent FRET-ratio fall versus neutral wells | inhibition, % at 12.3 µM | 0.098% of 340,000 active;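 active = mean replicate inhibition of at least 30% and at least 1% of replicates passing that level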;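 also: 0% = median of the neutral control wells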
m5-HT2A agonist: agonists of mouse serotonin 5-HT2A receptor (HTR2A). CHO-K1 mHTR2A beta-arrestin complementation, luminescence; percent of 30 µM serotonin response. AID 624169. P35363. activation, % at 7.6 µM. 0.66% of 360,000 active;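 active = activation above a run cutoff, the mean activation of all tested compounds plus 3 SD, cut at about 14% in these data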;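 also: 0% = plate median of compound wells and 100% = 30 µM serotonin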
Target sequence (P35363 whole entry, looked up): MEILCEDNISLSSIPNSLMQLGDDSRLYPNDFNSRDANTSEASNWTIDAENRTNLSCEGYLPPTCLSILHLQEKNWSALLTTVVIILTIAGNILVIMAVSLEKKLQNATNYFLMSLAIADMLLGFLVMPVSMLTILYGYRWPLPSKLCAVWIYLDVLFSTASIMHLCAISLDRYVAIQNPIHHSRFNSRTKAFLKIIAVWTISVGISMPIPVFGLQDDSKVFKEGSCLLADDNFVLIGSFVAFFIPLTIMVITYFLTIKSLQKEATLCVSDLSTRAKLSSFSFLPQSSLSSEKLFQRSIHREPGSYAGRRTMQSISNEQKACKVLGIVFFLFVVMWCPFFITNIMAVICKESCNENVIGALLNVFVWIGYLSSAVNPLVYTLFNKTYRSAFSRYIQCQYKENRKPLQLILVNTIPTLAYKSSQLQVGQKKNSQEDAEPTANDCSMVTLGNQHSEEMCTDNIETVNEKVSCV
MC4R antagonist: blocks human MC4R cAMP signaling. P32245. MC4R-expressing cells, MTII-stimulated cAMP, LANCE TR-FRET. inhibition, % at 6.5 µM. 0.48% of 360,000 active;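 active = inhibition above its plate's cutoff, the mean of tested wells on that plate plus 3 SD, cut at about 29% in these data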;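 also: 0% = Melanotan II alone and 100% = Melanotan II plus saturating MCL0020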
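System: U2OS cells stably expressing human melanocortin 4 receptor (MC4R). Reagent: Melanotan II challenge after compound preincubation. Doses: 6.5 µM. Times: 30-min compound, 1-h challenge, 1-h detection, room temperature. Measured by: TR-FRET with Eu-cAMP and labeled anti-cAMP, 671 nm. Replicates: singlicate.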
PDI turbidity: blocks human protein disulfide isomerase activity | 0.052% of 350,000 active | inhibition, % at 10 µM | PDI insulin aggregation turbidity, A650, 90 min | P07237;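 active = mean inhibition across replicates of 30% or more, whatever share of single replicates reach that level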;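 also: absorbance from insulin aggregation driven by PDI reduction with DTT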
Target sequence (P07237 whole entry, looked up): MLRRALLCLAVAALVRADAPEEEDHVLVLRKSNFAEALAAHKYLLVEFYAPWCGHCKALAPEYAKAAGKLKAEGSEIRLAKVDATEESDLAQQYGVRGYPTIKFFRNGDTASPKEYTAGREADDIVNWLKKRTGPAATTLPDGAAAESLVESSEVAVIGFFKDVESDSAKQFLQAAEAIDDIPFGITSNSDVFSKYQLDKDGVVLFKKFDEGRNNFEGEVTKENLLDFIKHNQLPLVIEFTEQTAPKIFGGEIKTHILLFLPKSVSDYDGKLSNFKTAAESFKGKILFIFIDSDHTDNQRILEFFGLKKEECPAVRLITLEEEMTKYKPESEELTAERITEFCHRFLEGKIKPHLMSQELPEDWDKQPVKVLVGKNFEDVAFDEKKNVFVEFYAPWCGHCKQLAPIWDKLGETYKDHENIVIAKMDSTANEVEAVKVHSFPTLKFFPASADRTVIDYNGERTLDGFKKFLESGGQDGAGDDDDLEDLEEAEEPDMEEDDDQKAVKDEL
Granule exo inh: lytic granule exocytosis inhibition; TALL-104 LAMP-1 surface exposure, flow cytometry; cells stimulated with thapsigargin and PMA; inhibition, % at 10 µM; 0.66% of 360,000 active; AID 651702;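 active = inhibition above about 55%, limit read from the data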
MC4R ag barr: activates human MC4R beta-arrestin recruitment. activation, % at 8.9 µM. U2OS MC4R beta-arrestin complementation, luminescence; percent of melanotan II response, DMSO zero. 0.98% of 360,000 active;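 active = activation above a per-plate cutoff, the mean activation of sample wells on that plate plus 3 SD, cut at about 8% in these data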
ABCB6 inh MLPCN: inhibitors of human ABC transporter ABCB6. Q9NP58. K562-ABCB6 porphyrin accumulation, flow cytometry, 1 h; active compounds read low. fluorescence ratio to DMSO, % at 10 µM. 0.19% of 360,000 active;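 active = fluorescence ratio to DMSO below 75%, the collection mean minus 3 SD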;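 also: signal is porphyrin accumulated inside mitochondria; 100% equals median channel fluorescence of DMSO control wells; lower ratio means ABCB6 inhibition with less porphyrin fluorescence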
ABHD5 PLIN5 PPI: ABHD5-PLIN5 protein interaction inhibition; Q00G26+Q8WTS1; Split G. princeps luciferase complementation, luminescence, 4 h; inhibition, % at 4 µM; 0.78% of 360,000 active; AID 602281;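 active = inhibition above the mean inhibition across every tested compound plus 3 SD, cut at about 22% in these data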;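 also: 0% = DMSO only wells and the 100% control is not disclosed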
H9c2 protect: myocardial damage modulation in H9c2 cells. AID 588492. protection from H2O2 cell death, % at 20 µM. 0.63% of 360,000 active. H9c2 cardiomyocytes, H2O2 injury protection, ATPLite, 2 h;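 active = compounds giving at least 50% protection of heart cells from peroxide-induced death in the single-dose screen, raw or plate-pattern-corrected value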;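 also: 0% = DMSO wells with peroxide and 100% = DMSO wells without peroxide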
N-glyco inh: N-linked glycosylation inhibition; D54 ERlucT glycosylation luciferase reporter, 24 h; percent of 100 nM tunicamycin response; 0.23% of 360,000 active; reporter increase, % at 12.5 µM;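 active = mean luciferase reporter signal, scaled so untreated is 0 and the glycosylation-blocking control 100, at or above a set limit in every replicate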;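 also: luciferase carries N-glycosylation sites so blocking glycosylation raises the light; 0% = median of neutral control wells and 100% = median of 100 nM tunicamycin wells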
Starred values were filed as active, the others as inactive; · = not tested or not shown.

SMILES	CaV13 FRET inh	m5-HT2A agonist	MC4R antagonist	PDI turbidity	Granule exo inh	MC4R ag barr	ABCB6 inh MLPCN	ABHD5 PLIN5 PPI	H9c2 protect	N-glyco inh
COc1cc(OC)cc(C(=O)Nc2ccc(N3CCOCC3)cc2N2CCOCC2)c1	-5.2	3.9	9.3	-1.8	2.7	-0.8	96.0	-2.8	-2.7	0.6
Cc1cc(C)n(CC(=O)N/N=C/c2c[nH]c3ccccc23)n1	5.4	-5.8	-2.8	0.8	-2.8	-1.9	95.0	3.0	8.2	1.0
COc1ccc(S(=O)(=O)Nc2cccc3c2O[C@H](CN(C)C(=O)Nc2ccc4c(c2)OCO4)[C@@H](C)CN([C@H](C)CO)C3=O)cc1	-10.5	4.7	4.0	-0.1	-2.0	0.2	94.0	-4.1	6.9	-0.8
CC(=O)c1nn(-c2ccccc2)cc1C(=O)c1ccc(C)cc1	-19.8	3.1	-2.4	2.8	-9.7	-1.7	92.0	4.7	1.1	-0.9
CCOc1ccccc1CNC(=O)C1CCN(c2nn3c(=O)cc(C)nc3s2)CC1	-15.2	-7.2	4.3	-10.4	-3.5	-2.3	101.0	0.5	-9.9	3.6
CCc1nc2cccnc2n1-c1ccc(CC(=O)O)cc1	-20.0	7.8	-2.0	3.8	-6.8	-0.5	98.0	-6.5	5.7	3.0
Cc1ccc(-c2nn(C)c(=O)c3ccccc23)cc1S(=O)(=O)NCCN(C)C	-2.4	1.9	1.2	-2.6	-1.1	1.0	100.0	-5.0	-0.7	-0.1
Cc1ccc(CSCC(=O)N2CCOCC2)cc1	·	-6.2	7.6	-4.6	1.4	-0.1	94.0	0.7	-2.2	0.5
COc1ccc(-c2coc3cc4oc(=O)cc(C)c4cc23)cc1F	-7.5	3.2	-2.5	3.9	1.7	3.0	97.0	0.9	-5.8	-4.1
CC1(C)CC(=O)C(C(C2=C(O)CC(C)(C)CC2=O)c2ccco2)C(=O)C1 (centres undefined)	-8.3	-2.2	2.5	11.4	0.9	-2.2	101.0	14.7	0.4	0.5
CCCC(=O)N(c1ccc2oc(C)c(C(C)=O)c2c1)S(=O)(=O)c1ccc(C(=O)O)cc1	-2.2	7.5	15.0	3.6	0.9	-1.1	96.0	3.2	17.9	-0.9
CCOc1ccc(S(=O)(=O)N2CN3CCN(C3)C2)cc1	-2.8	1.0	0.5	-1.9	-0.4	-0.1	99.0	-3.2	3.2	3.9
Cc1ccc(SCCC(=O)NCCSCc2ccccc2C)cc1	-5.3	3.9	20.7	0.5	11.0	0.9	106.0	-1.7	21.8	-1.9
CSCCC(N=C(NS(=O)(=O)c1ccc(C)cc1)c1ccccc1)C(=O)O (centres undefined)	-1.5	3.3	6.2	11.2	1.2	1.8	97.0	-0.7	3.5	0.3
COCCN(C(=O)CSc1nnc(-c2ccco2)n1C)c1c(N)n(CC(C)C)c(=O)[nH]c1=O	-2.3	4.7	1.7	9.7	0.4	-0.8	97.0	1.0	6.5	-1.0
COc1cc(Br)c(CN2C(=O)NC3(CCCCCC3)C2=O)cc1OC	-6.7	4.2	0.0	14.0	8.6	2.7	91.0	-1.7	10.1	4.3
CCc1nc(N2CCN(C(C)=O)CC2)c2c3c(sc2n1)CCCC3	-4.2	7.7	3.0	-1.6	0.8	0.2	102.0	3.4	1.4	0.4
CC(=O)Nc1cccc(NC(=O)C2CCCN2C(=O)Nc2ccc(Cl)cc2)c1 (centres undefined)	-5.1	5.4	0.7	-4.7	1.3	-2.5	93.0	3.1	-4.0	-0.3
CC(NC(=O)C12CC3CC(CC(C3)C1)C2)C(=O)NCCN(C)C (centres undefined)	2.6	0.3	9.2	9.3	-2.0	1.9	82.0	-4.3	-4.2	1.2
O=C(NCc1cc(Cl)cc(Cl)c1)c1ccc2nc(COCCO)[nH]c2c1	-4.6	-1.1	6.4	-6.7	-3.1	0.5	104.0	-2.6	1.1	-2.7
COc1ccc(C)cc1S(=O)(=O)N(C)CC(=O)NCc1ccccn1	-4.4	5.7	7.9	13.1	-9.9	1.6	95.0	6.7	3.0	2.9
COC(=O)C1=C(C)N(c2ccc(F)cc2)C(=O)C1	-5.1	3.2	1.6	-1.1	-4.5	2.2	96.0	-2.6	-0.5	1.9
CC(=O)Nc1ccc(NC(=O)Cn2nc(C(=O)Nc3ccc(C)cc3)ccc2=O)cc1	-6.3	-4.3	15.8	-2.2	0.8	-3.2	96.0	-2.5	5.9	-1.6
NC(=O)C1CCN(c2ccc(C(F)(F)F)cc2[N+](=O)[O-])CC1	-8.7	-1.0	-0.4	-4.1	-3.6	-2.2	99.0	1.8	2.5	1.8

Quoted from the listing:
CCc1nc2cccnc2n1-c1ccc(CC(=O)O)cc1 in m5-HT2A agonist is entered as 7.8
CC(NC(=O)C12CC3CC(CC(C3)C1)C2)C(=O)NCCN(C)C (centres undefined) in MC4R ag barr is entered as 1.9

Next part
SMILES	CaV13 FRET inh	m5-HT2A agonist	MC4R antagonist	PDI turbidity	Granule exo inh	MC4R ag barr	ABCB6 inh MLPCN	ABHD5 PLIN5 PPI	H9c2 protect	N-glyco inh
COc1cccc(CN2CCN(Cc3ccc(C#CC(C)(C)O)s3)CC2CCO)c1 (centres undefined)	-4.5	-0.2	2.7	2.6	-1.1	-2.2	97.0	-5.9	-2.7	-1.9
O=C(OC1CC2CC1[C@H]1CCCCN1C2=O)N1CCN(S(=O)(=O)c2ccccc2)CC1 (some centres undefined)	-1.9	1.9	·	·	-4.0	·	94.0	1.4	·	·
CC1(C)C[C@@H]1C(=O)N/C(=C\CCCCSC[C@H](N)C(=O)O)C(=O)O	-4.5	-3.7	-1.6	-3.2	-3.7	0.2	98.0	-3.9	-4.4	0.8
Cc1cc(C)c2nc(NC(=O)c3cccc(S(=O)(=O)N4CCc5ccccc54)c3)sc2c1	-5.3	-2.6	-2.1	3.4	2.6	-2.9	100.0	-3.4	-1.9	-5.2
CC(C(=O)NCc1ccco1)n1nc(-c2ccccc2)c2cc(Cl)ccc21 (centres undefined)	-0.6	2.6	3.6	-6.0	0.2	2.4	99.0	-1.2	-2.9	-0.6
CCOC(=O)CNC(=O)CN1CCC(c2nc3ccccc3[nH]2)CC1	-7.2	2.8	5.0	-4.0	0.4	-0.5	100.0	-0.1	-0.3	1.7
COc1ccc(OC)c2c1cc(C(=O)N[C@H](C(=O)N1CCC[C@H]1C(=O)O)C(C)C)n2C	·	-0.7	3.2	·	-5.5	0.1	101.0	0.3	-1.1	-1.5
Cn1cc(CN2CCCC(CO)(Cc3ccccc3)C2)cn1 (centres undefined)	-5.0	-1.0	17.5	1.9	3.9	-2.5	99.0	1.4	2.8	1.7
Cc1snc(S(=O)(=O)/C(C#N)=N/Nc2cccc(C(F)(F)F)c2)c1C#N	·	5.1	5.1	-6.2	10.0	-1.1	89.0	6.7	-17.3	0.1
COc1ccc(C(=O)Nc2ccccc2C(=O)NCCCn2ccnc2)cc1	·	2.3	10.3	-4.0	-4.2	-0.4	99.0	4.2	9.5	-0.4
CC(C)c1cc(CNC(=O)C2CCC(=O)N(Cc3ccccc3F)C2)on1 (centres undefined)	-5.5	12.3	8.7	-0.3	11.9	-0.4	107.0	-2.8	1.6	2.0
COc1cc(NS(=O)(=O)c2cc(NC(C)=O)ccc2OC)c(OC)cc1NC(=O)c1ccccc1	-14.9	6.2	3.5	11.4	7.8	-1.2	103.0	6.7	22.9	2.0
O=C(Nc1ccc(O)cc1)c1ccc(C(=O)c2ccccc2)o1	-4.9	-3.4	-2.6	12.3	-3.5	-2.5	99.0	0.8	-19.4	-3.9
O=C(CSCc1ccccc1)N1CCN(Cc2ccc3c(c2)OCO3)CC1	·	14.2	16.8	-0.1	0.3	-1.6	89.0	0.8	5.2	-1.5
CCCn1nc(C(=O)NNC(=O)CSCC(=O)Nc2cc(C)on2)c2ccccc2c1=O	-4.0	-10.1	-0.9	2.5	-4.9	-0.2	100.0	-15.3	-0.1	1.9
O=C1CSC(c2ccc([N+](=O)[O-])cc2)N1c1ccccc1 (centres undefined)	-19.9	-2.1	0.0	-2.2	2.7	-2.5	97.0	1.5	-0.2	-0.2
C/C(=N\NC(=O)c1ccco1)c1ccc(-c2ccccc2)cc1	-3.0	1.7	7.2	2.0	-0.9	2.6	97.0	5.8	-1.7	0.6
Cc1nn(-c2ccc(F)cc2)c(C)c1CN1CCN(CCC(C)C)C(CCO)C1 (centres undefined)	-5.8	0.4	1.8	-3.9	0.3	-0.4	102.0	-3.7	-3.7	0.6
CC(=O)c1cccc(NC(=O)C2Cc3c(-c4ccc(Cl)cc4)ccnc3O2)c1 (centres undefined)	·	1.8	-3.0	6.0	-6.5	1.8	96.0	-9.1	-12.6	0.2
O=C(O)Cc1ccc2oc(-c3ccccn3)nc2c1	-4.4	6.5	3.8	1.6	-11.1	-2.0	94.0	1.2	-3.5	-0.1
O=C(CCN1C(=O)C2C3CCC(C3)C2C1=O)OCC(=O)c1cccc([N+](=O)[O-])c1 (centres undefined)	-4.7	-2.9	18.4	-8.0	1.2	-3.2	101.0	-2.2	2.0	0.2
O=C(COC(=O)c1ccccc1F)NNC(=O)c1ccccc1	-5.9	-2.4	13.5	4.2	-1.6	-3.3	98.0	-0.3	4.2	1.8
CCOC(=O)c1ccc(S(=O)(=O)N2CCNCC2)cc1	·	5.3	-4.3	10.5	-2.3	0.2	94.0	-0.5	-6.8	-1.8
Cc1c(C)n(Cc2ccccc2)c2ncnc(NCCO)c12	-21.1	6.2	-0.9	-6.1	23.8	-1.1	95.0	-1.4	-3.4	0.0
O=C(CCCCCNC(=O)N1CCn2c1nc1ccccc12)N[C@@H](Cc1ccccc1)C(=O)O	·	-4.0	-6.2	·	4.9	1.4	101.0	-2.2	-3.2	-0.8
CCO[C@H]1OC(C(=O)N2CCN(Cc3ccc4c(c3)OCO4)CC2)=C[C@@H](c2ccc3c(c2)OCO3)[C@@H]1CCCO	-7.5	5.4	2.0	-1.1	1.0	0.7	101.0	-0.3	19.0	-2.4
COc1ccc(N2CCN(Cc3csc(C)c3-c3ccc(C)cc3)CC2)cc1	-4.5	-5.9	9.1	-2.2	9.0	-0.7	97.0	-10.9	-20.9	-1.6
CCN(CC)C(=O)/C(=C/c1cccc([N+](=O)[O-])c1)NC(=O)c1ccco1	-6.5	0.4	15.1	2.3	-6.7	0.3	93.0	4.0	-0.6	1.7
COc1ccc(Cn2c(CCC(=O)Nc3ccccc3OC)nc3cccnc32)cc1	-4.6	-3.5	-1.3	-8.5	0.9	-2.0	108.0	-3.2	3.9	2.2
O=C(CC(=O)Nc1cc(Cl)ccc1Cl)Nc1cc(Cl)ccc1Cl	-1.7	-2.4	8.7	-10.9	6.7	15.2*	93.0	-2.6	-13.8	1.0
O=C(Nc1nncs1)c1cccc(S(=O)(=O)N2CCOCC2)c1	-4.4	0.2	-2.9	6.8	1.0	0.0	100.0	4.4	3.6	1.9

3 compounds already listed, sorted by their value in CaV13 FRET inh, ascending.
SMILES	CaV13 FRET inh
CCO[C@H]1OC(C(=O)N2CCN(Cc3ccc4c(c3)OCO4)CC2)=C[C@@H](c2ccc3c(c2)OCO3)[C@@H]1CCCO	-7.5
CCN(CC)C(=O)/C(=C/c1cccc([N+](=O)[O-])c1)NC(=O)c1ccco1	-6.5
COc1ccc(N2CCN(Cc3csc(C)c3-c3ccc(C)cc3)CC2)cc1	-4.5

Source: PubChem
